Source: PubChem (several laboratories)
ABHD4 inh – inhibits mouse alpha/beta hydrolase domain 4 | inhibition, % at 8.92 µM | 370,000 tested, 0.54% active | AID 720543 | purified mABHD4, FP-Rh probe fluorescence polarization;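 active = inhibition exceeding the mean over every tested compound plus 3 SD, cut at about 30% in these data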;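 note: 0% = plate median of compound wells and 100% = S159A mutant with DMSO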
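Assay system: mABHD4 protein; medium: HEPES pH 7.0, NaCl, Pluronic buffer; dosing: 8.92 µM, single dose; schedule: 45 min + 60 min at 25 °C; signal: FP readout, ex 525 nm / em 598 nm; read-out: normalized percent inhibition of probe labeling; repeats: single replicate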
NR1D1 modulator – modulates human Rev-erb alpha binding to DNA | P20393 | Rev-erbα–FITC-DNA binding, fluorescence polarization, 90 min | activity, % at 10 µM | 370,000 tested, 0.79% active | AID 1259318;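 active = activity above about 14%, limit read from the data; passing the limit was not always enough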;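 note: 0% = DMSO wells with 35 nM protein and 100% = DMSO wells with 750 nM protein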
Target sequence (P20393 whole entry, looked up): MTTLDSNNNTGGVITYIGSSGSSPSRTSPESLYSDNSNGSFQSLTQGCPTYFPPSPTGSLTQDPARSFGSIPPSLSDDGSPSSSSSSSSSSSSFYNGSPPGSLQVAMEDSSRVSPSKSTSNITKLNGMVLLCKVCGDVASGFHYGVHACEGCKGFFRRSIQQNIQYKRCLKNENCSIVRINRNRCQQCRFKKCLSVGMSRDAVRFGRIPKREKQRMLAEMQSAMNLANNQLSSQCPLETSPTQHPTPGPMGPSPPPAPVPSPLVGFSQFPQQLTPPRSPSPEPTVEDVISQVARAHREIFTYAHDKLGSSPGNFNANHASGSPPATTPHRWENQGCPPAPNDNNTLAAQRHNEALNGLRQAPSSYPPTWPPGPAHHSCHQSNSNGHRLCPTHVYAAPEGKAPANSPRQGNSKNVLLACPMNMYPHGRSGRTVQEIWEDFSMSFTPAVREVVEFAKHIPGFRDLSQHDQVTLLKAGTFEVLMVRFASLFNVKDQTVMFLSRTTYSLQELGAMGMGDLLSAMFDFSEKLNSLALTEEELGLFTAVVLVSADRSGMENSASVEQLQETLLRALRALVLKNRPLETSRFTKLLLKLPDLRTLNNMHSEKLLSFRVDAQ
TCR CD3 inh – inhibitors of human TCR-CD3 interaction; TAMRA-labeled TCR probe fluorescence, biochemical; AID 651800; inhibition, % at 9.4 µM; 360,000 tested, 0.37% active; in the data active = inhibition above about 19%;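 note: recombinant mutant TCR 2C K166C tagged with TAMRA read by polarization; 0% = receptor in buffer alone and 100% = receptor with positive control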
rCAG binder – molecules binding r(CAG) RNA repeats; AID 651821; r(CAG) RNA repeat, TO-PRO-1 dye displacement fluorescence; inhibition, % at 3 µM; 370,000 tested, 1.3% active;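 active = inhibition above the plate cutoff, the mean of all test compounds on that plate plus 3 SD, cut at about 35% in these data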;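 note: 0% = DMSO alone and 100% = 100 µM mitoxantrone as full dye displacement; higher means more dye released from RNA so lower well fluorescence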
LEDGF integ inh – blocks HIV-1 LEDGF/p75-dependent DNA integration; TR-FRET IN-LEDGF/p75 DNA integration, Eu/Cy5; inhibition, % at 3.7 µM; 370,000 tested, 0.64% active;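 active = inhibition above the screen-wide mean plus 3 SD, cut at about 13% in these data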;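 note: signal is the Cy5 over europium emission ratio at 671 and 618 nm; 0% = plate median of compound wells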
PG9 Ab binder – binds the HIV-1 gp120 antibody PG9. TR-FRET gp120-PG9 antibody binding. inhibition, % at 6.7 µM. 360,000 tested, 0.43% active. AID 624416; in the data active = inhibition above about 8.5%
SIAE primary – inhibitors of human sialic acid acetylesterase SIAE; SIAE FP-Rh probe binding, fluorescence polarization; inhibition, % at 9.66 µM; 370,000 tested, 0.69% active; AID 1053197;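 active = inhibition above a cutoff: mean of compounds within the control limits plus 3 SD of those, cut at about 17% in these data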;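 note: 0% = plate median of compound wells and 100% = probe without SIAE protein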
TDP2 inh – TDP2 (human) inhibition, absorbance primary screen | O95551 | recombinant TDP2, T5PNP hydrolysis, p-nitrophenol absorbance 415 nm | inhibition, % at 12.8 µM | 370,000 tested, 0.34% active | AID 720702;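 active = inhibition above the mean of all tested compounds plus 3 SD, set per campaign, cut at about 25% in these data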;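 note: 0% = DMSO with enzyme and 100% = buffer with substrate but no TDP2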
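Incubation: 2 h at 37 °C; Test system: recombinant human TDP2; Quantity: enzyme 120 nM; Read-out basis: percent inhibition; Medium: 50 mM Tris-HCl pH 7.5 with Mg2+, KCl, DTT, BSA; Repeats: single replicate; Compound: 12.8 µM single point, 1% DMSO; Signal: epi absorbance; Reagent: 5 mM T5PNP chromogenic substrate; Benchmarks: no-enzyme high, DMSO-plus-enzyme low.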
PRMT1 inh – blocks human protein arginine methyltransferase 1; Q99873; 370,000 tested, 1.3% active; inhibition, % at 2.79 µM; recombinant PRMT1, activity-based probe fluorescence polarization; AID 652257;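 active = inhibition above about 21% made by adding two undisclosed values, limit read from the data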
HTRA1 inh – inhibitors of human serine peptidase HTRA1. Q92743. recombinant HTRA1, FP-rhodamine activity-based probe, fluorescence polarization. inhibition, % at 5.96 µM. 340,000 tested, 0.5% active; in the data active = inhibition above about 36%;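 note: 0% = enzyme with DMSO and 100% = wells lacking enzyme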
* marks the source's active call; other numbers are inactive results; . = not tested or not shown. An excerpt; count on the stated rates, not on these rows.

canonical_smiles	PG9 Ab binder	LEDGF integ inh	rCAG binder	NR1D1 modulator	SIAE primary	TDP2 inh	PRMT1 inh	ABHD4 inh	TCR CD3 inh	HTRA1 inh
CC1(C)Cc2c(cnn2-c2ccc(F)cc2)C(NC(=O)c2ccoc2)C1 (stereo not given)	-1.8	3	-1	-2	9	16	-2	-3	5	-9
O=C(NCC(=O)N(c1cccc(F)c1)C(C(=O)NC1CCCC1)c1cccnc1)c1cccs1 (stereo not given)	2.6	-2	-1	4	2	-3	7	-5	1	5
COc1cccc(-c2cccc(NC(=O)C3CCN(CC4CCOC4)CC3)c2)c1 (stereo not given)	-0.9	3	-2	1	5	-3	-8	1	1	1
O=C(Cn1nc(C(F)(F)F)c2c1CCCC2)NCc1ccco1	1.6	2	-2	2	14	-3	-1	3	-2	2
COc1ccccc1N(C)S(=O)(=O)c1ccc(C(=O)OCC(=O)NCc2ccco2)cc1	-0.6	0	-6	2	0	2	-1	0	-1	-7
C[C@@H](NC(=O)C1(c2ccccc2)CCN(C(=O)OC(C)(C)C)CC1)C(=O)N[C@@H](Cc1ccccc1)C(=O)O	-1.2	-1	8	0	-1	6	1	7	12	2
N#Cc1ccccc1S(=O)(=O)N1CCN(C(=O)Cc2n[nH]c(=O)c3ccccc23)CC1	2.4	2	2	-7	-1	-3	-3	-1	-8	-6
O=C(CNCCc1ccc(Cl)cc1)Nc1ccc(C(=O)N2CCCCC2)cc1	1.1	-7	-3	-3	4	4	3	14	-3	-11
CC1CCN(C(=O)c2ncn3c2c(=O)[nH]c2ccccc23)CC1	0.0	1	3	-3	-3	-4	-4	-3	-1	4
CCC(CC)c1nnc(NC(=O)CS(=O)(=O)Cc2ccccc2)s1	-1.1	-1	11	6	2	7	2	-3	-2	0
CC(=O)c1ccc(NC(=O)CCCN2C(=O)COc3ccc(C)cc32)cc1	-0.8	3	0	-2	0	-4	2	0	7	-5
Cc1cccc(NC(=O)CCC(=O)N2CCOCC2)n1	-0.7	3	-1	4	0	4	0	1	-4	-4
COc1ccc(/C=C(\NC(=O)c2ccc(OCC(C)C)cc2)C(=O)OCc2ccco2)cc1	-3.1	1	12	-6	-17	-4	-1	-6	6	-41
COCc1nnc(NS(=O)(=O)c2ccc(Br)cc2)s1	-2.1	-1	6	3	3	-4	-2	1	9	5
Cc1ccc(NCCC(=O)c2cccc([N+](=O)[O-])c2)c(C)c1	-2.7	-2	4	0	0	4	37*	3	-7	-3
O=C(Nc1ccc(F)c(Cl)c1)c1cc(C2CCCN(S(=O)(=O)c3cccs3)C2)on1 (stereo not given)	0.8	-5	10	5	-52	-4	4	-34	-10	.
Cc1nn(Cc2ccc(Cl)cc2Cl)c(C)c1NC(=O)CCl	0.8	-3	-1	-3	-5	-4	2	-2	-3	-1
COC(=O)CN1C(=S)N(c2ccc(F)cc2)C(=O)C1CC(=O)Nc1ccccc1 (stereo not given)	-1.1	0	3	-1	-3	-3	5	-9	-5	-10
COc1ccc(CN2CCN(Cc3nc4ccccc4s3)CC2CCO)c(C)c1C (stereo not given)	-3.6	4	-6	-1	8	-8	-2	-7	-3	-19
CNS(=O)(=O)c1ccc(NC(=O)c2cc(-c3ccncc3)nc3ccc(Cl)cc23)cc1	-2.0	-4	2	12	-6	0	1	-3	-1	5
COc1ccc(Oc2ccc(C(F)(F)F)cc2NC(=O)c2ccc(C)cc2)cc1	-0.1	-2	0	-3	-6	3	3	-15	-1	.
COc1ccc(-c2csc(NC(=O)C3CSC4(C)CCC(=O)N34)n2)cc1 (stereo not given)	0.4	-6	3	2	-4	7	0	-3	-12	5
Cn1cc(CNC(=O)/C=C/c2ccc(Cl)cc2)cn1	-2.7	0	-1	-2	-3	7	0	-1	4	7
CCCOc1ccc(C2NC(=O)NC2=O)cc1 (stereo not given)	0.6	-1	0	1	4	8	0	-4	-1	4
Cc1cc(Nc2ccc(C)c(C)c2)c2ccccc2n1	0.5	0	10	3	-2	8	-1	4	-5	7
Cc1ccc(NC(=O)c2ncn[nH]2)cc1	0.5	-1	0	-1	5	0	-3	4	6	0
COc1ccc2cc(/C(C)=N/NC(=O)c3cc(-c4cccnc4)nc4ccccc34)ccc2c1	-3.8	3	2	-14	9	-3	0	9	8	3
Nc1cc(C(=O)OCC(=O)NNC(=O)c2ccccc2)ccc1Cl	-0.7	7	2	-3	-9	-4	-2	-3	-2	-3
Cc1ccc(C)c(NC(=O)c2cnc3n(c2=O)CCS3)c1	1.8	-6	-2	3	-1	6	4	5	-3	-13
Cc1cccc(NC(=O)CS(=O)(=O)c2cn(C)c3ccccc23)c1	0.6	1	6	-2	-1	6	-4	-2	0	4
Cc1nc2scc(-c3ccccc3)c2c(=O)n1/N=C/c1ccco1	-0.8	2	3	2	1	-8	1	-1	6	2
Cc1cc(C(F)(F)F)nc(SCC(=O)Nc2ccccc2)n1	0.2	0	-1	1	4	-5	-3	3	5	-1
COC1C=CC=C(C)C(=O)NC2=CC(=O)C(N)=C(CC(C)CC(OC)C(O)C(C)C=C(C)C1OC(N)=O)C2=O (stereo not given)	-35	2	0	-5	4	3	-2	0	0	13
Cc1cc(C(=O)CSc2nnc(-c3ccco3)o2)c(C)n1C	-1.7	4	14	-27	9	7	6	5	9	-4
CCCc1cc(=O)oc2c(C)c(OCC(=O)N3CCC[C@@H]3C(=O)O)ccc12	-0.9	5	1	-1	-4	10	-4	-9	5	-2
CCOc1cc(NC(=S)NCC(C)C)c(OCC)cc1NC(=O)c1ccco1	-0.9	1	0	5	3	-6	-3	13	1	0
CCOC(=O)CNC(=O)c1cccs1	-1.1	-4	1	6	2	-3	1	-1	-5	8
O=C(NCc1ccco1)/C(=C\c1cccs1)NC(=O)c1cccs1	0.3	-5	0	-6	-10	-3	-1	1	5	2
COc1cccc(-c2ncc3ccccc3c2COC(=O)c2cccc(Br)c2)c1	2.1	-3	-3	4	2	1	-2	0	7	5
COc1ccc(NC(C)=O)cc1NC(=O)CSc1nnc(-c2ccc(F)cc2)n1N	-1.6	1	2	7	5	11	-5	0	-4	3
Cc1nc(C)c(C(=O)N(c2ccccc2F)C(C(=O)NCC2CCCO2)c2ccccc2)s1 (stereo not given)	0.1	4	-1	-2	0	-2	-4	1	6	0
O=C(O)COc1ccc(/C=N/NC(=O)COc2nsnc2N2CCOCC2)cc1	0.5	1	0	-1	-3	3	0	8	-1	-7
COc1ccc(NS(=O)(=O)c2ccc(NC(=S)NC(=O)c3cccc(F)c3)cc2)nn1	-2.2	8	14	-3	-8	5	-1	-6	7	0
O=C(CCc1ccccc1Cl)Nc1cc(S(=O)(=O)N2CCOCC2)ccc1N1CCCC1	0.1	4	0	-2	6	23	0	3	0	-4
O=C1CC(C(=O)Nc2ccccc2)S/C(=N\N=C\c2ccco2)N1 (stereo not given)	-1.8	-4	10	-2	5	3	2	9	2	3
CCC1(c2ccccc2)NC(=O)N(CC(=O)Nc2ccc(OC)nc2)C1=O (stereo not given)	-0.6	2	-117	-3	4	-16	58*	7	6	-7
CCOc1ccc(NC(=O)CN2C(=O)COc3ccc(S(=O)(=O)N4CCCC4)cc32)cc1	2.4	1	2	1	4	2	2	3	4	5
CCNC(=O)CC(=O)Nc1ccccc1C(=O)O	-1.2	2	1	2	-2	1	-1	-3	5	1
O=C(COC(=O)CCc1nc2ccccc2c(=O)[nH]1)Nc1ccc2c(c1)OCO2	-1.8	-1	-3	12	3	16	0	0	-3	9
Cc1sc2nc(CSc3ncn[nH]3)[nH]c(=O)c2c1C	-1.4	-2	2	-1	0	9	2	-1	0	-3
O=C(Nc1ccccc1)N(C1=NCCC1)c1ccccc1	1.0	6	2	-3	0	2	-6	1	-1	-2
O=c1[nH]c2cc(Cl)ccc2n(CCNc2ncc(C(F)(F)F)cc2Cl)c1=O	-2.8	-1	0	3	-4	1	-3	-5	-3	10
N#CCc1ccc(NS(=O)(=O)c2ccc(C3CCCCC3)cc2)cc1	-4.3	1	4	-4	-7	-12	-3	8	0	-21
COC(=O)[C@]1(C)CCC[C@@]2(C)C3CC[C@@]4(C)C[C@]3(CCC21)CC(=O)N4Cc1ccc(OC)cc1 (stereo not given in full)	1.9	1	-1	8	-1	-10	1	-7	-1	-68
CCS(=O)(=O)Nc1cccc(C2=NN(S(=O)(=O)c3ccc(C)cc3)C(c3ccco3)C2)c1 (stereo not given)	0.1	-2	7	6	-4	9	1	2	3	-20
